# EPAC2 antag: EPAC2 (human) antagonism; Potency, µM (top dose mostly 114 µM), without a hit: top-dose activity, negative = inhibition, usual class: inhibitors; EPAC2 GEF exchange of Rap1B-BODIPY-GDP, fluorescence; 360,000 tested, 0.18% active; Q8WZA2; also: % is scaled to controls: 0 for no effect and ±100 for the full control effect; nearly all actives have a fitted effect of over 45% in size; many of its hits are not listed in these tables
# Target sequence (Q8WZA2 whole entry, looked up): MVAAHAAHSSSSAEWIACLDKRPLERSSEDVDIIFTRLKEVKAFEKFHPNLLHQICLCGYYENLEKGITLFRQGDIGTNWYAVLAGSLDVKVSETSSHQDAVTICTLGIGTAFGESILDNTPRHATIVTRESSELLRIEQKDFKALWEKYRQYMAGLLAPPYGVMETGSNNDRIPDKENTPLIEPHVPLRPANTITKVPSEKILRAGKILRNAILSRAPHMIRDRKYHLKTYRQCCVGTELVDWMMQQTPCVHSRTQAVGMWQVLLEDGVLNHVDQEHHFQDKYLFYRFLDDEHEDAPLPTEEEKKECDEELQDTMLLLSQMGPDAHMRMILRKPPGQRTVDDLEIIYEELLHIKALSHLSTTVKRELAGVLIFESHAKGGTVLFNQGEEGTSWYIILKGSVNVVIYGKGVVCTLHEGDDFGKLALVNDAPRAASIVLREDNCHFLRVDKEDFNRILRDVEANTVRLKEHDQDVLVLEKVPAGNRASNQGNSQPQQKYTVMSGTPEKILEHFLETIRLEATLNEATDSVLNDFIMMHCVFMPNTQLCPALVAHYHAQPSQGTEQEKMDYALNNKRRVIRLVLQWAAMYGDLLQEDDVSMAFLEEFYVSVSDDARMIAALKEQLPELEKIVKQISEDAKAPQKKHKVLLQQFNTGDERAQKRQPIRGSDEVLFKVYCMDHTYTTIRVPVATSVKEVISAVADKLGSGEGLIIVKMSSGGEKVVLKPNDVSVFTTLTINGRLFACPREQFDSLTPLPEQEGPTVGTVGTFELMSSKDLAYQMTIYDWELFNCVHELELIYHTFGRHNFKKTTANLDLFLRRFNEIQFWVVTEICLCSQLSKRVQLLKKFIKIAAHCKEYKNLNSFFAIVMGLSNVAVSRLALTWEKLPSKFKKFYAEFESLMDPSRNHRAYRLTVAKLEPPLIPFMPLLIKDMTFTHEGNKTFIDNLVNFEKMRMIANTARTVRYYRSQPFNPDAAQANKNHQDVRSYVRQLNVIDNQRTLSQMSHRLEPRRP
# A549 tox: kills or reduces viability of A549 cells in Nrf2 counter-screen; A549 ARE-Fluc cells, CellTiter-Fluor viability, 18-24 h; Potency, µM (highest dose often 46 µM), without a hit: at the top dose activity change, negative = cytotoxicity, most hits filed as inhibitors; 390,000 tested, 0.16% active; AID 504648; also: % is scaled to controls: 0 for no effect and ±100 for the full control effect
#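 Cytotoxicity counterscreen: CellTiter-Fluor fluorescence was measured in A549 ARE_Fluc cells after 18-24 h of compound exposure in a concentration series. The subsequent BugLite luminescent read reports ARE-luciferase activity.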
# Nrf2 inh: Nrf2 pathway inhibition. A549 ARE-Fluc reporter, luciferase luminescence, 18-24 h. Potency, µM (doses to about 46 µM), without a hit: top-dose activity change, negative = inhibition, actives largely listed as inhibitors. 360,000 tested, 2.1% active. AID 504444; also: % is scaled to controls: 0 for no effect and ±100 for the full control effect; nearly all actives have a fitted effect of over 60% in size
#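 A549 ARE_Fluc cells (5000/well, 5% FBS OPTI-MEM) pre-incubated 2 h, then treated with compounds 18-24 h at 37C/5% CO2 in concentration-response. CellTiter-Fluor viability read first; BugLite luciferase luminescence after 15 min at room temperature gives Nrf2 activity.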
# ATXN viability: reduces viability in counter-screen for ATXN expression inhibitors | S2 cells (HEK-293 line with an ATXN2-luciferase reporter) viability, CellTiter-Fluor protease fluorescence, 24 h | Potency, µM (series often up to 56.7 µM), hits mostly cytotoxic | 400,000 tested, 0.49% active; also: nearly all actives have a fitted effect of over 40% in size
# Nrf2 activator: activates Nrf2 signaling; Potency, µM (series often up to 46.1 µM), for the others: top-dose activation, hits mostly activators; AID 624171; 410,000 tested, 0.31% active; AREc32 ARE-luciferase reporter (MCF7-derived line), luminescence, 24 h; also: % of control where 0% means no effect; nearly all actives have a fitted effect of over 65% in size
#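 Cells of the AREc32 ARE-luciferase line are plated in OPTI-MEM containing 5% FBS and left overnight at 37 deg C. Compounds are pinned in, incubation continues 24 hr, and firefly luciferase signal is then measured.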
# HepG2 viability: kills HepG2 cells in TGF-b inhibitor counter-screen; HepG2 CAGA-GFP viability, ATP luminescence, 18 h; Potency, µM (titrated, usually from 46.1 µM), without a hit: at the top dose activity change, negative = cytotoxicity, most hits filed as cytotoxic; AID 588856; 410,000 tested, 0.76% active; also: some results filed as inactive show a strong effect at the top dose
#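 HepG2 CAGA-GFP cells (1000/well, DMEM with 1% FBS) received compound, then TGF-beta at 500 pg/mL final, and were incubated 18 hours at 37 degrees C. Viability was read by CellTiter-Glo luminescence. Media-only wells were set as complete cell-killing and DMSO as no toxicity.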
# ATXN2 expr inh: reduces ATXN2 reporter expression in HEK-293 cells | AID 1745845 | Potency, µM (top dose mostly 57 µM), without a hit: at the top dose activity change, negative = inhibition, usual class: inhibitors | HEK-293 ATXN2-luciferase reporter, luminescence, 24 h | 360,000 tested, 0.72% active; also: % is scaled to controls: 0 for no effect and ±100 for the full control effect; nearly all actives have a fitted effect of over 55% in size
#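 ATXN2-luciferase reporter cells (luciferase flanked by upstream and downstream ATXN2 gene portions) were treated 24 h at 37 °C with compounds at up to 57 uM. SteadyGlo luminescence gave expression; GF-AFC fluorescence gave viability.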
# MCF10A rereplic: DNA re-replication induction in MCF 10a cells. MCF 10A DNA re-replication, Hoechst nuclear intensity, 48 h. Potency, µM (top dose mostly 46.1 µM), inactives show top-dose activity, positive = re-replication, actives largely listed as activators. 350,000 tested, 2.9% active; also: % of control where 0% means no effect; nearly all actives have a fitted effect of over 50% in size
# TGFb SMAD3 inh: inhibitors of TGF-b signaling. HepG2 CAGA-GFP TGF-b/SMAD3 reporter, GFP fluorescence, 18 h; TGF-beta stimulated, 500 pg/mL final. Potency, µM (doses to about 46.1 µM), for inactives: at the highest dose activity, negative = inhibition, usual class: inhibitors. 410,000 tested, 1.2% active; also: % is scaled to controls: 0 for no effect and ±100 for the full control effect; nearly all actives have a fitted effect of over 65% in size
#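 TGF-beta reporter screen: HEPG2 CAGA-GFP, 1% FBS, 500 pg/mL TGF-beta final, 18 h; per-cell GFP summed per well; curves fitted and categorized by class.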
# * hit, by the source's call; i = inactive; ? = inconclusive; . = not tested or not shown; [ ] = remark or other dose. Calls follow the shape of the dose curve; as a rule, active = well fitted curve in the direction sought with a large enough effect; inconclusive = small, poorly fitted or top-dose-only effect, or another doubt; inactive = no such curve, though single readings can be large; an effect the other way counts as inactive or inconclusive. Potency is read from the fitted curve at half-maximal effect. Only part of the results is shown; rates above refer to the full screens.
# The line under a structure holds: EPAC2 antag, TGFb SMAD3 inh, A549 tox, ATXN viability, Nrf2 inh, HepG2 viability, ATXN2 expr inh, MCF10A rereplic, Nrf2 activator
COc1ccc(OC)c(NC(=O)COc2coc(CN3CCCc4ccccc43)cc2=O)c1
 : 7%, -14%, -10%, i, ?, -1%, -18%, 10%, 0.7%
COc1cccc(/C=N/NC(=O)c2nnn(-c3nonc3N)c2CN(C)C2CCCCC2)c1
 : -10%, 1%, ., i, ., 3%, ., ., -1.0%
COc1cc(/C=C/c2nc3ccccc3s2)cc(OC)c1O
 : -4%, 2%, -6%, ., 23%, -15%, 4%, ?, 9.6%
Cc1ccc(C(=O)COC(=O)C(C)N2C(=O)C3C4C=CC(C4)C3C2=O)cc1 (configuration not stated)
 : ?, -17%, 6%, i, 14%, -13%, 0%, 8%, -0.4%
COC(=O)c1ccc(NC(=O)CN2C(=O)CCC2=O)cc1
 : 13%, -3%, -3%, i, ?, 6%, -19%, -2%, -0.9%
CCOC(=O)N1CCC(NS(=O)(=O)c2cc3c(cc2Cl)NC(=O)CO3)CC1
 : 3%, 8%, -6%, i, -15%, -24%, -15%, ?, -1.0%
COc1ccc(CN(C)C(=O)C(CCSC)NS(=O)(=O)c2ccc3c(c2)OCCO3)c(OC)c1OC (configuration not stated)
 : -14%, 25%, -1%, ?, -11%, -2%, ., 23%, 0.3%
CN(C)S(=O)(=O)c1cccc(NC(=O)COC(=O)COc2ccc(Br)cc2)c1
 : -7%, 2%, 0%, i, ?, -4%, -7%, -2%, -0.3%
Cc1noc(C)c1C(=O)N1CCCC(N2CCN(c3cccc(C(F)(F)F)c3)CC2)C1 (configuration not stated)
 : 1%, -2%, -1%, i, 6%, -7%, -9%, 5%, -0.3%
CCC(=O)c1ccc(OCC(=O)Nc2nn3cnnc3s2)cc1
 : 0%, 20%, -11%, i, -24%, -3%, -6%, -17%, 0.1%
O=C(O)CCC(=O)NN1C(=O)c2ccccc2NC1c1ccc(F)cc1 (configuration not stated)
 : 9%, 13%, -2%, i, 3%, 4%, -25%, -16%, 0.3%
Cn1c(SCC2CCCO2)nnc1-c1cccc([N+](=O)[O-])c1 (configuration not stated)
 : 13%, 14%, -9%, i, ?, 6%, 20%, -34%[inhibitor], -0.6%
CCCNC1(C(N)=O)CCN(Cc2ccccc2)CC1
 : 3%, 19%, -3%, i, -2%, -12%, 21%, 3%, 1.6%
O=C(CNC(=O)c1ccc(Cl)cc1)NNC(=O)c1ccc(Br)cc1
 : 4%, -23%, 1%, i, 3%, -38%, -5%, 4%, -0.3%
Cc1ccc2nc(SCc3nc(-c4ccccc4C)no3)[nH]c2c1
 : ., ?, -1%, i, ?, -37%, -29%, ., 0.3%
CCNC(=O)CCS(=O)(=O)c1ccc2ccccc2c1
 : 7%, -1%, 2%, i, -4%, -7%, 4%, 11%, 0.3%
N#Cc1c2n(c(=S)n(-c3ccc(OC(F)F)cc3)c1=O)CCCCC2
 : -8%, -24%, 1%, i, -23%, -8%, ., 20%, -0.5%
CCCc1nc2ccccc2c(C(=O)OCC(=O)NCc2ccco2)c1CC
 : -8%, -9%, -21%, i, ?, -16%, -8%, 18%, 3.9%
COc1ccc(C(=O)Nc2c(N)nc(SCC(=O)Nc3ccc(NC(C)=O)cc3)[nH]c2=O)cc1
 : -5%, 9%, 4%, i, ?, 48%, -10%, 2%, -0.1%
CCOC(=O)CC1C(=O)NCCN1S(=O)(=O)c1ccc(F)cc1 (configuration not stated)
 : -3%, -7%, -1%, i, -8%, -19%, 4%, -4%, -0.6%
CC1(C)NC(=O)N(CC(O)CN(c2ccccc2)S(=O)(=O)c2ccccc2[N+](=O)[O-])C1=O (configuration not stated)
 : 3%, 2%, -8%, i, 8%, 1%, 1%, -5%, -0.4%
CCCCNc1c(-c2ccc(-c3ccc(OC)cc3)c(OC)c2)nc2ccccn12
 : 4%, ?, -19%, i, ?, -73%, ?, 21µM*, -1.8%
O=C(Nc1ccc(F)c(Cl)c1)c1ccc2c(Cl)c3c(nc2c1)CCCC3
 : ., -14%, 0%, i, -19%[9.27 µM], -1%, 12%, ., 2.2%
COc1ccc(S(=O)(=O)N(C)CC(=O)Nc2ccc3c(c2)OCCO3)cc1OC
 : -13%, 9%, -7%, i, 17%, 3%, 5%, 4%, 0.0%
O=C(Cc1ccccc1[N+](=O)[O-])Nc1cccc(S(=O)(=O)NC2=NCCCCC2)c1
 : 2%, -2%, 11%, i, ?, -44%, -2%, -5%, -0.1%
COc1ccc(/C=C2/SC(=S)N(CCC(=O)N3CCN(C)CC3)C2=O)cc1
 : -5%, 0%, ?, ?, 0%, 0%, 14%, ?, 14%
Cc1ccc(S(=O)(=O)N2CCOCC2)cc1C(=O)N1CCN(S(=O)(=O)c2cccs2)CC1
 : 4%, 0%, 14%, i, 8%, 0%, ., -1%, -0.5%
CCCCCCN1C[C@@H](n2cc(-c3ccc(F)cc3)nn2)[C@H](O)C[C@@H]1c1ccccc1
 : -22%, ?, ., ?, ., -41%, ?, ., -0.1%
Cc1ccc(O)c(-c2cc(C(F)(F)C(F)F)[nH]n2)c1
 : -19%, ?, -14%, i, -9%, -17%, 15%, 12%, 5.7%
COc1cccc(CN2CC(C(=O)N3CCOCC3)CCC2=O)c1 (configuration not stated)
 : -2%, 10%, 0%, i, ?, 4%, 32%, 1%, 0.0%

# Some of these compounds in order of their number in Nrf2 activator, low to high:
molecule | EPAC2 antag | TGFb SMAD3 inh | Nrf2 activator
CCOC(=O)CC1C(=O)NCCN1S(=O)(=O)c1ccc(F)cc1 (configuration not stated) | -3% | -7% | -0.6%
CN(C)S(=O)(=O)c1cccc(NC(=O)COC(=O)COc2ccc(Br)cc2)c1 | -7% | 2% | -0.3%
O=C(Nc1ccc(F)c(Cl)c1)c1ccc2c(Cl)c3c(nc2c1)CCCC3 | . | -14% | 2.2%

# The results go on.
# The line under a structure holds: EPAC2 antag, TGFb SMAD3 inh, A549 tox, ATXN viability, Nrf2 inh, HepG2 viability, ATXN2 expr inh, MCF10A rereplic, Nrf2 activator
CCc1nc(N2CCN(C(=O)c3ccco3)CC2)c2c3c(sc2n1)CCCC3
 : 5%, 0%, -6%, ?, -21%, -20%, -32%, 28%, -0.5%
O=C(NNS(=O)(=O)c1ccccc1[N+](=O)[O-])c1cccc([N+](=O)[O-])c1
 : 6%, -1%, 0%, i, 20%, -3%, -2%, 1%, ?
CCO[C@@H]1OC(C(=O)N2CCN(C)CC2)=C[C@H](C(C)(C)C)[C@H]1CCCO
 : 9%, -3%, 5%, i, -19%, -15%, 4%, ?, -0.3%
O=[N+]([O-])c1cc(S(=O)(=O)N2CCOCC2)ccc1OCc1cccc(Cl)c1
 : 12%, -9%, 3%, i, -7%, 3%, -7%, -6%, 0.1%
Cc1ccc(C(=O)N2CCn3c(C)ccc3C2C)cc1 (configuration not stated)
 : -2%, 0%, -7%, i, -12%, -45%, ., -2%, 3.6%
CC1CCCC(NC(=O)c2ccncc2)C1C (configuration not stated)
 : 6%, 15%, 1%, i, -1%, 25%, -34%, ?, 0.3%
CC(=O)c1ccc(Cc2ccccc2)cc1
 : -18%, -4%, 0%, i, -3%, -11%, 5%, -3%, 0.1%
C[C@H](CO)N1C[C@H](C)[C@@H](CN(C)C(=O)Nc2ccc3c(c2)OCO3)Oc2ccc(NC(=O)CCN3CCOCC3)cc2C1=O
 : 3%, 11%, -14%, i, -9%, 0%, 8%, -1%, -0.9%
COc1ccc(C(=O)Oc2c(CN3CCOCC3)cc(Cl)c3cccnc23)cc1
 : -12%, 10µM*, -17%, ?, -1%, 7.9µM*, ?, ?, 17%
CCOC(=O)NC(C(F)(F)F)(C(F)(F)F)P(=O)(c1ccccc1)c1ccccc1
 : 11%, 1%, -5%, i, 2%, -3%, -6%, -1%, -0.2%
COc1ccc2nc(NC(=O)CSc3nc4cccnc4n3C)sc2c1
 : 6%, -12%, -5%, i, ?, -26%, -8%, ?, -0.1%
CN1CCc2c(sc3c2c(=O)n(-c2ccc(Cl)cc2)c2nncn32)C1
 : -2%, 0%, -4%, i, 4%, 0%, 2%, 1%, 0.3%
CC(C)C[C@H]1CN=C(Nc2ccccc2)N1CC1CCCC1
 : 0%, 12%, -8%, ?, 7%, 9%, -9%, -1%, 0.3%
COC(=O)C1(Cc2ccccc2)NC(c2ccc(F)cc2)C2C(=O)N(C)C(=O)C21 (configuration not stated)
 : -2%, -22%, -6%, i, 16%, 4%, -17%, -3%, 0.2%
O=C(OCC(=O)N1CCOCC1)c1ccccc1OCc1ccccc1Cl
 : -11%, -13%, 0%, i, -7%, -14%, 0%, 2%, 4.4%
Cc1cccc2nc(C(F)(F)F)nc(=O)n12
 : 0%, 3%, -2%, i, -7%, -2%, -2%, -5%, -0.1%
C[C@@H]1CN(S(=O)C(C)(C)C)[C@@H](CCO)/C1=C\CCO (some centres not stated)
 : 16%, 5%, 0%, i, 10%, 6%, -2%, ?, 0.7%
Cc1ccc(-n2ncc3c(=O)[nH]c(SC(C)C)nc32)cc1
 : -6%, 8%, -3%, i, -1%, 6%, 3%, 9%, -0.8%
COc1ccc(CC(=O)NNC(=O)c2c(-c3ccccc3Cl)noc2C)cc1OC
 : -3%, 2%, 5%, i, 3%, -21%, -26%, -2%, -1.2%
Cc1cc(C)n(C(=O)CNC(=O)c2cccc(F)c2)n1
 : -1%, 7%, 20%, i, 4%, -9%, -2%, -18%, -0.1%
CCCCN(CCCC)S(=O)(=O)c1ccc(C(=O)Nc2nnc(CSC)o2)cc1
 : -8%, ?, -24%, i, 7.3µM*, -29%, ?, 10µM*, -0.1%
CN(C(=O)Nc1ccc(Cl)cc1Cl)C1CCCC1
 : 1%, -1%, 0%, ?, 5%, -2%, ., 6%, 5.6%
COc1ccc(-n2nc(C(=O)Nc3ccc4c(c3)OCO4)c3c4ccccc4n(C)c3c2=O)cc1
 : 13%, 0%, -4%, i, 3%, 4%, 9%, 2%, -0.4%
Nc1nc(SCC(=O)Nc2ccc([N+](=O)[O-])cc2)[nH]c(=O)c1NC(=O)c1ccc(Br)cc1
 : -11%, -4%, 10%, i, -5%, -18%, 0%, -3%, -0.2%
CCOCCCNC(=O)C(c1ccccc1)N(Cc1ccc2c(c1)OCO2)C(=O)c1ccccc1O (configuration not stated)
 : -1%, 6%, -4%, i, 12%, 0%, 0%[11.3 µM], 9%, -0.1%

# Screens: PubChem, National Center for Advancing Translational Sciences (NCATS)
